Screens deposited in PubChem by several laboratories.
PP5 inh: PP5 phosphatase inhibitors, primary screen, biochemical, fluorescence; Serine/threonine-protein phosphatase 5 (Homo sapiens), P53041; purified PP5c, OMFP substrate fluorescence; inhibition, % at 6.7 µM; 0.18% of 320,000 active;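 active = inhibition above the campaign's mean inhibition across all tested compounds plus 3 SD, cut at about 9.5% in these data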;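 also: 0% = DMSO only and 100% = 100 µM cantharidin control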
Target sequence (P53041 whole entry, looked up): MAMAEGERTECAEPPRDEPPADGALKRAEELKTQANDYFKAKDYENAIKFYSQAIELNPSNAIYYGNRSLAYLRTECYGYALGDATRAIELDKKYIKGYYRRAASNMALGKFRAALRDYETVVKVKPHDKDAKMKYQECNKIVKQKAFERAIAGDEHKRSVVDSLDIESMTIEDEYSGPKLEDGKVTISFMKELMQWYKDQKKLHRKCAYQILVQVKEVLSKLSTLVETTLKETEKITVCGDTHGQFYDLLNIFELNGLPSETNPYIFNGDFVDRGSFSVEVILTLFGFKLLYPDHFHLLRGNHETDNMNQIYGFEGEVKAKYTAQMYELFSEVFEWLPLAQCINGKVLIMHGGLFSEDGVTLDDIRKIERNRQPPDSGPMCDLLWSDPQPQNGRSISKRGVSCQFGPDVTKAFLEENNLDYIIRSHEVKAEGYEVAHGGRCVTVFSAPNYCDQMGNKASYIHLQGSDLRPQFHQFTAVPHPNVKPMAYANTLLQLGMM
GRK2 aptamer HTS: compounds blocking aptamer binding on GRK2 – biochemical, human GRK2, bead flow cytometry, HTS, primary screen; Beta-adrenergic receptor kinase 1 (Homo sapiens), P25098; inhibition of aptamer binding, % at 10 µM; 0.59% of 330,000 active; FAM-aptamer displacement from GRK2;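 active = inhibition of aptamer binding above 40%, roughly 3 SD of noise, on plates passing a quality check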;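 also: median bead fluorescence of bound FAM aptamer so fluorescent compounds give negative values; no value below 0 was filed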
proCasp7 act: procaspase-7 activators, primary screen, counter-screen for procaspase-3 activator project, biochemical, absorbance, HTS, human; Caspase-7 (Homo sapiens), P55210; recombinant procaspase-7, Ac-DEVD-pNA absorbance 405 nm; D23A/D198A/D206A triple mutant, cannot self-cleave; scale: DMSO 0, 5 µM enzyme 100; activation, % at 8.5 µM; 0.093% of 330,000 active; AID 463210, 2010;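 active = percent activation above the screen-wide mean plus 3 SD, cut at about 25% in these data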
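buffer or medium = Zinc-free HEPES/NaCl buffer, pH 7.4 | material = Procaspase-7 triple mutant (PC-7 D3A) | input = 2 µM procaspase-7 mutant as dispensed | signal = Epi-absorbance of released pNA at 405 nm, two timepoints | timing = 1 h preincubation, 2 h reaction | replicates = singlicate compound testing | evaluation = % activation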
GASC-1 inh: inhibitors of GASC-1 histone demethylase, primary screen, biochemical, fluorescence, DELFIA europium | Lysine-specific demethylase 4C (Homo sapiens), Q9H3R0 | GST-JMJD2C(1-420) H3K9me3 demethylation | inhibition, % at 2.35 µM | 0.069% of 330,000 active;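 active = more than half of a compound's replicate wells show inhibition beyond 50%, single wells judged on their own value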;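 also: signal counts dimethyl H3K9 product captured on neutravidin plate; 0% = median of DMSO wells and 100% = 0.3 times that DMSO median; strong numbers were not always called active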
PP1 inh: PP1-alpha phosphatase inhibitors, primary screen, counter-screen for PP5 inhibitor project, biochemical, fluorescence, OMFP substrate, single point | Serine/threonine-protein phosphatase PP1-alpha catalytic subunit (Homo sapiens), P62136 | purified PP1alpha | inhibition, % at 6.7 µM | 0.9% of 320,000 active | AID 2235, 2010;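 active = inhibition above the mean inhibition of all tested compounds plus 3 SD, computed separately for each screening campaign, cut at about 15% in these data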
Target sequence (P62136 whole entry, looked up): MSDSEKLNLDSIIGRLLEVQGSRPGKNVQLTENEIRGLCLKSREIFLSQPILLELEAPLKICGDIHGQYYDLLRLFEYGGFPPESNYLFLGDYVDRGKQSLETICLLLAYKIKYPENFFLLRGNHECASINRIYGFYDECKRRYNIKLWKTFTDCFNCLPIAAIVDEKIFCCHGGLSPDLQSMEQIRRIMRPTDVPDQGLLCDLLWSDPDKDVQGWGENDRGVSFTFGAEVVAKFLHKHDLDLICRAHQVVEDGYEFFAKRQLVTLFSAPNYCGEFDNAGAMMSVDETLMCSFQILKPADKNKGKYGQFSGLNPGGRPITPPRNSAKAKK
VLA-4 inh: inhibition in human VLA-4 binding assay, primary screen, VLA-4 allosteric modulator project, MLPCN library, flow cytometry, VLA-4 expressing cells; inhibition, % (about 7 µM as worked out from the volumes in the protocol); 0.2% of 330,000 active; Integrin alpha-4 (Homo sapiens), P13612; ligand binding flow cytometry; in the data active = inhibition above about 50%
HCV core dimer: inhibitors of HCV core protein dimerization, primary screen, biochemical, TR-FRET, high-throughput. TR-FRET GST/Flag-core106 dimerization, 1536-well. inhibition, % at 5 µM. 0.33% of 300,000 active. AID 1899, 2009;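 active = inhibition above the mean of all tested compounds plus 3 SD, set per screening campaign, cut at about 45% in these data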
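System: GST-tagged and Flag-tagged HCV core protein residues 1-106 / Input: core106 proteins, GST 13.5 nM and Flag 17 nM / Buffer or medium: KF-containing HEPES buffer, pH 7.45, DTT, CHAPS, BSA / Probe or stimulus: Eu-anti-GST and XL665-anti-Flag labelled anti-tag antibodies / Schedule: 4 h, 22.5 °C incubation / Technique: TR-FRET 671 and 617 nm emission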
proCasp3 act: activators of human procaspase-3 D3A mutant, primary screen, biochemical, absorbance, PC-3 D3A mutant, single concentration; Caspase-3 (Homo sapiens), P42574; recombinant procaspase-3 D3A, Ac-DEVD-pNA absorbance 405 nm; activation, % at 8.5 µM; 0.11% of 330,000 active;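 active = activation above the mean of all tested compounds plus 3 SD, cut at about 21% in these data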;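 also: 0% = DMSO alone and 100% = DMSO wells spiked with extra 5 µM PC-3 D3A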
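material = Procaspase-3 D3A mutant | probe or stimulus = Ac-DEVD-pNA | compound = single dose, 8.5 µM nominal compound, 0.8% DMSO | timing = 1 h preincubation, 2 h reaction | measured by = 405 nm absorbance of p-nitroaniline, reads at 0 and 120 min | benchmarks = DMSO-only low control, 5 µM PC-3 D3A high control | repeats = singlicate, each compound tested once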
CTSL1 counter: Fasciola hepatica cathepsin L1 inhibitors, primary screen, counter-screen for PFM18AAP inhibitor project, biochemical, QFRET, fluorogenic peptide substrate | recombinant F. hepatica cathepsin L1, Z-Leu-Arg-MCA fluorescence | inhibition, % at 5.96 µM | 0.49% of 300,000 active;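 active = inhibition above the mean of all tested compounds plus 3 SD, set per screening campaign, cut at about 17% in these data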;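 also: 0% = plate median of test compound wells and 100% = 1 µM Z-Phe-Ala-diazomethylketone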
Active calls of the source: *; x = not tested or not shown.

SMILES	PP5 inh	GRK2 aptamer HTS	proCasp7 act	GASC-1 inh	PP1 inh	VLA-4 inh	HCV core dimer	proCasp3 act	CTSL1 counter
CC(C)Cc1cc(C(=O)N2CCCC(C(=O)c3cc(F)ccc3F)C2)no1 (configuration not stated)	-1.0	2	11	8	4	4	1	6	2
CCOC(=O)CNC(=O)N(CCOC)CC1CCCN(C2Cc3ccccc3C2)C1 (configuration not stated)	0.7	5	-6	-4	-2	5	1	1	-1
Cc1ccc(-c2cnc3n2CCCCC3)cc1	1.4	3	1	9	1	18	-6	-3	-4
O=C(N/N=C/c1ccccc1F)c1csc2c1CCCC2	-0.9	1	-4	-3	-4	11	0	-2	0
O=C(CC(=O)N/N=C/c1c(F)cccc1Cl)NCc1ccccc1	-0.2	0	-1	31	-3	2	1	-8	-4
COc1ccc(CC(=O)Nc2ccccc2C(=O)N2CCCC2)cc1	1.3	2	4	1	-6	-2	0	4	-1
O=C(Nc1ccc(Cl)c(S(=O)(=O)N2CCOCC2)c1)c1cc(-c2ccccn2)nc2ccccc12	3.7	0	11	-1	0	3	7	11	8
CC(C)CNC(=O)CCc1c[nH]c2ccccc12	1.0	2	5	5	-1	-7	1	5	2
Nc1nc(-c2ccc(-c3ccccc3)cc2)cs1	-4.8	0	-6	1	-7	-36	-5	6	5
CCN(CC(=O)Nc1ccc(OC)cc1)C(=O)c1cc(-c2cccs2)nn1-c1ccccc1	1.7	2	6	0	-1	-8	2	5	1
COc1ccc(C(=O)CSc2nnc(CNC(=O)c3ccco3)n2C)cc1OC	-1.0	0	3	13	-3	3	-1	6	11
N=C1/C(=C/c2cccn2-c2cccc([N+](=O)[O-])c2)C(=O)N=C2SC=CN12	1.1	0	7	3	2	-7	-3	16	-2
COc1ccc(C(C)(C)C)cc1NC(=O)COC(=O)c1cnc(C)cn1	1.1	0	5	5	2	21	8	-1	-1
N=C(N)SCC1=CCS(=O)(=O)C1	-0.6	0	-6	-24	1	9	2	-2	2
Cc1cc(C(F)F)n2nc(C(=O)O)nc2n1	-0.8	0	14	8	-4	14	6	-1	-5
COc1ccc(NC(=O)C(=O)c2cn(CC(=O)N3CCCC3)c3ccccc23)c(OC)c1	3.1	5	0	1	2	7	0	5	-1
COc1ccc(-c2nnnn2C(C)C)cc1S(=O)(=O)Nc1ccccc1	-1.9	0	8	6	-3	21	-2	6	1
COc1ccc(NC(=S)N2CCCN(Cc3cccc(Cl)c3)C2)cc1	1.9	0	-4	1	-1	-14	-1	-7	1
Cc1noc(C)c1S(=O)(=O)NCc1cccc(Cl)c1	-1.2	4	-1	2	-4	3	x	5	x
c1sc2[n+](c1C13CC4CC(CC(C4)C1)C3)CCS2	-3.1	2	-3	-1	-3	10	2	-1	-1
COc1ccccc1-c1nn(-c2ccccc2)cc1C(=O)NCC(c1ccco1)N1CCCC1 (configuration not stated)	-0.1	0	4	x	0	19	x	3	x
CCC(C)(C)C1CCc2[nH]nc(C(=O)NCc3ccc(OC)cc3)c2C1 (configuration not stated)	4.8	3	9	-8	6	12	13	5	1
O=C(c1ccccc1F)N(Cc1nc2ccccc2c(=O)[nH]1)C1CCCC1	1.6	2	0	14	-2	13	4	-5	2
N#CC1=C(N)Oc2n[nH]c(-c3cccs3)c2C1c1ccco1 (configuration not stated)	4.7	0	-1	4	-2	1	5	-10	2
CCC(C(=O)Nc1ccc(OC)c(Cl)c1)c1ccccc1 (configuration not stated)	2.7	0	4	0	2	8	-11	8	2
Cc1[nH]cnc1C(=O)N/N=C/c1c(Cl)cccc1Cl	0.8	0	-1	-11	-4	-4	-5	0	-2
O=C(CSc1nnc(CNC(=O)c2ccccc2F)o1)Nc1ccc2c(c1)OCO2	-2.6	4	-9	0	1	6	-12	0	4
CCOC(=O)C1=C(O)/C(=C/c2ccc(CNC(=O)C(=O)Nc3ccc(C)cc3)o2)N=C1C	0.9	0	-3	-8	0	13	40	3	0
CCOc1cccc(C(=O)Nc2ccccc2C(=O)N2CCN(C)CC2)c1	3.2	0	1	-15	-5	1	8	-1	-3
Cc1cccc(C)c1NC(=O)CSc1nc(COc2ccccc2)nc2ccccc12	1.4	0	5	6	4	-6	8	0	2
Cc1ccc(C(=O)OCc2c(C)noc2C)cc1NC(=O)c1ccco1	-1.6	1	3	9	0	-7	3	-2	2
O=S(=O)(NCc1ccc2c(c1)OCO2)c1cccc2cccnc12	2.4	8	1	23	-3	42	-8	2	-3
CCCSc1nnc2n(C)c(=O)c3c4c(sc3n12)CCC4	1.4	6	5	-2	2	-8	12	-1	-2
CCN(CC)S(=O)(=O)c1ccc2[nH]c(=O)cc(C(=O)NCC3CCCO3)c2c1 (configuration not stated)	0.3	2	-2	8	-9	5	3	-1	1
CC(=O)OCCOc1nc(N(C)C)nc(N(C)C)n1	-2.2	0	-1	5	-2	4	2	1	2
CCC(c1nnnn1Cc1ccco1)N1CCN(C(=O)c2ccco2)CC1 (configuration not stated)	0.6	0	1	19	0	-3	-1	3	-3
O=C(OCc1nc2ccsc2c(=O)[nH]1)c1cccc(S(=O)(=O)N2CCOCC2)c1	2.5	2	4	-4	0	-30	4	-3	3
Cc1cccc(OCCCC(=O)O)c1C	-2.0	3	5	-7	-4	7	1	5	9
COC(=O)c1cc(NC(=O)c2cccnc2)ccc1N1CCOCC1	-2.2	1	10	-6	1	1	-2	4	1
CC(C)C(=O)Nc1cccc(-c2cnc3ccccc3n2)c1	1.3	0	7	9	2	-2	-3	3	0
COc1ccc(/C=N/NC(=O)C(C)n2nnc3ccccc32)cc1OC (configuration not stated)	0.7	2	1	-6	-1	-10	-5	-5	-3
C/C(CC(=O)Nc1ccc(OCc2ccccc2)cc1)=N\NC(=O)C(=O)Nc1cccc(C)c1	-2.3	0	-6	-1	18*	17	-2	5	-4
O=C(Cc1c(O)c2ccccc2[nH]c1=O)OC1CCCCC1	2.2	4	-3	0	-2	1	-8	0	-1
CC1CCCC(C)N1C(=O)CN1C(=O)C(C)(C)Oc2ccc(C(=O)NC3CCCC3)cc21 (configuration not stated)	-1.0	1	16	-1	-2	12	6	-8	1
Cc1ccc(C(=O)C[n+]2ccc(-c3nnc4n3CCC4)cc2)cc1	-1.2	1	-13	-10	-5	7	2	-3	-5
COC(=O)c1ccc(N2CCOCC2)c(NC(=O)c2cccs2)c1	-0.2	0	4	4	-1	1	-5	0	-1
COc1ccc(OC)c(-c2csc(NC(=O)Cc3ccccc3F)n2)c1	4.1	0	-1	-1	4	-6	-3	6	4
CCCN(CC(=O)Nc1ccc(Cl)cc1Cl)C(=O)/C=C/c1cccc([N+](=O)[O-])c1	1.6	3	-6	-4	4	-19	11	15	7
CCOc1ncccc1C(=O)NNC(=O)c1cccc(S(=O)(=O)N2CCOCC2)c1	x	2	2	-2	x	-7	x	15	x
Cc1ccc(Nc2nnc(C)c3ccccc23)c(C)c1	-1.9	0	3	4	0	0	-3	3	-1
More entries follow:
SMILES	PP5 inh	GRK2 aptamer HTS	proCasp7 act	GASC-1 inh	PP1 inh	VLA-4 inh	HCV core dimer	proCasp3 act	CTSL1 counter
Nc1nonc1-n1nnc(C(=O)N/N=C/c2ccccc2)c1CSc1ccccc1	2.4	3	9	1	-2	9	8	2	-4
COc1ccc(C2C(C(=O)OCC3CCCO3)=C(C)NC3=C2C(=O)CC(c2ccco2)C3)cc1O (configuration not stated)	-0.4	3	6	-3	8	12	7	-3	0
COc1ccc(COc2cc(-c3cccc(OC)c3)nc3ccc(NC(=O)c4cccnc4)cc23)cc1	2.2	0	1	-10	0	2	6	4	-1
CC(C)CNS(=O)(=O)c1ccc(CCC(=O)N2CCN(c3ccc(F)cc3)CC2)cc1	2.0	0	-3	6	4	8	5	-1	-4

Filtered by structure, the compounds so far with a furan ring, fused or not
SMILES	PP5 inh	GRK2 aptamer HTS	proCasp7 act	GASC-1 inh	PP1 inh	VLA-4 inh	HCV core dimer	proCasp3 act	CTSL1 counter
COc1ccc(C(=O)CSc2nnc(CNC(=O)c3ccco3)n2C)cc1OC	-1.0	0	3	13	-3	3	-1	6	11
COc1ccccc1-c1nn(-c2ccccc2)cc1C(=O)NCC(c1ccco1)N1CCCC1 (configuration not stated)	-0.1	0	4	x	0	19	x	3	x
N#CC1=C(N)Oc2n[nH]c(-c3cccs3)c2C1c1ccco1 (configuration not stated)	4.7	0	-1	4	-2	1	5	-10	2
CCOC(=O)C1=C(O)/C(=C/c2ccc(CNC(=O)C(=O)Nc3ccc(C)cc3)o2)N=C1C	0.9	0	-3	-8	0	13	40	3	0
Cc1ccc(C(=O)OCc2c(C)noc2C)cc1NC(=O)c1ccco1	-1.6	1	3	9	0	-7	3	-2	2
CCC(c1nnnn1Cc1ccco1)N1CCN(C(=O)c2ccco2)CC1 (configuration not stated)	0.6	0	1	19	0	-3	-1	3	-3
COc1ccc(C2C(C(=O)OCC3CCCO3)=C(C)NC3=C2C(=O)CC(c2ccco2)C3)cc1O (configuration not stated)	-0.4	3	6	-3	8	12	7	-3	0
